Pf Dd2 inh – Plasmodium falciparum Dd2 growth inhibition; P. falciparum Dd2 growth, SYBR Green, 72 h; Potency, µM (titrated, usually from 28.9 µM), inactives show top-dose activity, negative = inhibition, hits mostly inhibitors; 120,000 compounds, 4.3% hits; AID 1347417; active = well fitted inhibition curve with a large enough effect; inconclusive = small, poorly fitted or top-dose-only effect; inactive = no such curve, though single readings can be large or run the other way;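 note: plate controls were DMSO vehicle for no effect and reference drug for full effect; nearly all actives have a fitted effect of over 65% in size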
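Infected erythrocytes (Dd2, 0.3% parasitemia, 2.5% hematocrit final) are added to compound in RPMI-1640/Albumax II medium, grown 72 h at 37C in low oxygen, then lysed with saponin/Triton-X containing SYBR Green and read by fluorescence.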
Active calls of the source: *; i = inactive; ? = inconclusive; & = joins results of further samples; ! = not active in a repeat; [ ] = another dose, or the depositor's remark. Potency is the fitted concentration of half-maximal effect.

The first 4 compounds, to show the layout:
SMILES | Pf Dd2 inh
COc1ccc(OC)c(NC(=O)Cn2c(C)cc3nc4n(c(=O)c32)CCCCC4)c1 | i
CCOC(=O)c1c(C)oc2nc(C)nc(N(CC(C)C)CC(C)C)c12 | 10µM*
Cc1nn(C)c2c1c(C(F)(F)F)cc(=O)n2CC(=O)N1CCCCC1 | 13%
CC(NC(=O)c1cc2n(n1)CC(c1ccc(Cl)cc1)OC2)c1ccccc1 (stereo unspecified) | ?

The listing, repeating the preview:
SMILES | Pf Dd2 inh
COc1ccc(OC)c(NC(=O)Cn2c(C)cc3nc4n(c(=O)c32)CCCCC4)c1 | i
CCOC(=O)c1c(C)oc2nc(C)nc(N(CC(C)C)CC(C)C)c12 | 10µM*
Cc1nn(C)c2c1c(C(F)(F)F)cc(=O)n2CC(=O)N1CCCCC1 | 13%
CC(NC(=O)c1cc2n(n1)CC(c1ccc(Cl)cc1)OC2)c1ccccc1 (stereo unspecified) | ?
Cc1noc(C)c1CCC(=O)N[C@@H]1CN(c2ccncn2)C[C@H]1CN(C)C | 35%[activator]
Oc1ccc(-c2nc(C3CC3)nc3c2CN(Cc2ccncc2)CC3)cc1 | i
O=C(CCc1ccccc1)N1CCN(c2cc(-c3cccs3)[nH]n2)CC1 | i
O=C(Cc1ccc(N(Cc2ccccc2)C(=O)c2ccco2)cc1)N1CCOCC1 | i
Fc1ccc(Nc2c3c(nc4ccccc24)CCC3)cc1 | -11%
COc1ccc(Nc2ncnc3onc(C)c23)cc1Cl | -3%
Cc1ccc(C(=O)N2CCc3nc(C4CC4)nc(-c4ccc(Cl)cc4)c3C2)cc1 | -30%
COCC1(c2nc(C3CCOCC3)nn2C(C)(C)C)CC1 | 6%
Cc1ccc(NC(=O)Nc2cccc(C)n2)cc1 | -2%
COc1cccc2sc(N3CCN(C(=O)CCS(=O)(=O)c4ccc(F)cc4)CC3)nc12 | i
O=C(NCc1ccc(F)cc1)C1CCN(C(=O)c2cnn(-c3ccccc3)c2-n2cccc2)CC1 | -6%
Cc1ccc(-c2ccc(=O)n(CC(=O)Nc3ccc(F)c(Cl)c3)n2)cc1C | 14%
N#Cc1ccc(CN2CCC(c3nc4ccncc4[nH]3)C2)cc1 (stereo unspecified) | 10µM*!
O=C(NCc1ccc2c(c1)OCO2)[C@@H]1C[C@@H](c2ccc(F)cc2)N(CCOc2ccccc2)C1 | ?
O=C1CS(=O)(=O)C2(CCNCC2)N1 | 15%
CC(C)N1CCC(OCCCNC(=O)C2CCCCC(=O)N2)CC1 (stereo unspecified) | 15%
Cc1cnc(CC2CCN(C(=O)C(C)C)C2)n1C1CC1 (stereo unspecified) | ?
Cc1ccc(NS(=O)(=O)c2cc(-c3cnc(C4CC4)o3)ccc2C)cc1Cl | i
O=C(NCC1(COc2cnccn2)C[C@@H](O)[C@@H](O)C1)c1nc2ccccc2[nH]1 (stereo partly specified) | 0%
COCCn1c(C)cc(O)c(C(c2ccccc2)N2CCN(C)CC2)c1=O (stereo unspecified) | i
COCC(=O)N[C@H]1CC[C@]2(C)CCC([C@H](C)C(=O)NCc3ccccc3OC)[C@H](O)[C@H]2[C@@H]1C (stereo partly specified) | ?
Cn1ccc(C(=O)N2CCC3(CC2)OC(=O)N(Cc2ccccc2F)C3(C)c2ccccc2)n1 (stereo unspecified) | ?
CCCS(=O)(=O)N1C[C@@H]2C(=O)N(CCC3CCN(C(C)C)CC3)C(=O)[C@@H]2C1 | 35%
CC(Oc1ccccc1)C(=O)NC1CCN(c2cc(C(F)(F)F)ncn2)CC1 (stereo unspecified) | ?
Cc1cc(NC(=O)C2CCN(S(=O)(=O)c3ccc(Br)s3)CC2)ccc1Br | 4%
CCc1ccc(NC(=O)c2ccc3c(c2)nnn3CC)cc1 | 3%
c1cncc(-c2ccnc(N3CCCOC(Cn4cccn4)C3)n2)c1 (stereo unspecified) | i
CCC1Oc2ccc(NC(=O)c3ccc(F)cc3F)cc2CN(Cc2ccc3c(c2)OCO3)C1=O (stereo unspecified) | i
COc1ccc(-c2cc(N3CCCC(NC(=O)c4ccc(OC)c(F)c4)C3)n[nH]2)cc1 (stereo unspecified) | i
COc1ccc(CN2C(=O)COC[C@H]2C(=O)Nc2ccc(OC)c(C(F)(F)F)c2)cc1 | ?
COc1ccc(C(=O)N2[C@@H]3CC[C@H]2CC(NC(=O)c2ccc(F)cc2)C3)cn1 (stereo partly specified) | i
Cc1ccccc1-c1noc(-c2ccc(NCC3CCCO3)c([N+](=O)[O-])c2)n1 (stereo unspecified) | 8%
O=C(N[C@H](Cc1ccncc1)C1CC(O)C1)c1cccn1C1CC1 (stereo partly specified) | 2%
CCC1(CO)CCCN(C(=O)CCc2ccc3c(c2)OCO3)C1 (stereo unspecified) | -12%
COc1ccc(C(=O)N2C(C(=O)NC(C)C)COC23CCN(C(=O)c2ccc(F)cc2)CC3)cc1 (stereo unspecified) | -6%
Nc1nc2c(c(NC3CC3)n1)CCN(C(=O)CCCn1cncn1)CC2 | -1%
O=C1N(CC2CC2)CCOC12CCN([S+](=O)([O-])c1ccc(C(F)(F)F)cc1)CC2 | i
COc1ccccc1CNS(=O)(=O)c1ccc2c(c1)CC(C)N2C(=O)C1CCC1 (stereo unspecified) | ?
CCCC(=O)N1CCCC(c2noc(COc3ccccc3)n2)C1 (stereo unspecified) | ?
CN(CC1CCOC1)S(=O)(=O)c1cc(F)ccc1F (stereo unspecified) | 14%[5.79 µM]
Cc1cc(C)n(CCNC(=O)c2ccccc2OC2CCN(S(C)(=O)=O)CC2)n1 | -35%
CCS(=O)(=O)Nc1ccc(C)n(CC(=O)NC2CCCCC2)c1=O | ?
COCCN1CCC(N2CCN(C(=O)CC3CCCC3)CC2)C1=O (stereo unspecified) | 9%
COc1cccc(NC(=O)C(=O)NCC(c2ccc3c(c2)OCO3)N2CCN(C)CC2)c1 (stereo unspecified) | 7.9µM*
O=C(NC1CC1)[C@H]1CN2CCC1C[C@@H]2Cn1cc(CSc2ccccc2)nn1 (stereo partly specified) | ?
CN1CCCCC12Cc1ccccc1CN(C(=O)CCCC(=O)O)C2 (stereo unspecified) | 22%
COCCCNC(=O)c1cc(C2CC2)nc2onc(C3CCCN3)c12 (stereo unspecified) | -12%
O=c1[nH]c(C2CCCN(Cc3ccc(F)cc3)C2)nn1-c1ccccc1 (stereo unspecified) | ?
Cc1ccc(OCC(=O)NCC2(N3CCN(C)CC3)CCCCC2)cc1C | ?
COc1ccc(-c2ccnc(N[C@H]3CO[C@H]4[C@@H]3OC[C@@H]4NC(=O)CCC(=O)O)n2)cc1 | 14%[44.1 µM]
CSc1cccc(NC(=O)Nc2cccc(-c3ccc(N4CCOCC4)nn3)c2)c1 | ?
O=C(c1[nH]nc2c1CCc1ccccc1-2)N1CCC(c2noc(-c3ccccn3)n2)C1 (stereo unspecified) | ?
Cc1ccc(NCc2nnc3n2CCCCC3)cc1Cl | 23%
CC(=O)NCC(=O)N1Cc2ccccc2CC2(CCN(CC3CCNC3)CC2)C1 (stereo unspecified) | 9%
CC(=O)c1ccc(N2CCN(C(=O)Nc3cccc(F)c3)CC2)cc1 | i
COc1ccc(Cn2c3c(c(=O)n2Cc2ccccc2)CCN(C(=O)c2cocn2)C3)cc1 | 11%

New compounds follow.
SMILES | Pf Dd2 inh
CCN(CC)CCOC(=O)c1ccc(NC(=O)c2cc3c(s2)-c2ccccc2OC3)cc1 | ?
CCOc1cccc(CN(C)C(=O)CN2CC3(CCN(C)CC3)CC2=O)c1 | -20%
O=C(NCCc1noc(-c2ccncc2)n1)c1ccccc1F | -3%
O=C1CC(c2ccccc2)N(C(=O)CNS(=O)(=O)c2cccnc2)CCCCCN1 (stereo unspecified) | 6%
Cc1nn(C(=O)CCC(=O)N2CCC(CCOc3ccccc3F)C2)c2ccccc12 (stereo unspecified) | i
COc1ccc(N2CCN(C(=O)CCS(=O)(=O)c3cc4c(cc3Cl)NC(=O)CO4)CC2)cc1 | 19%
Cc1ccc(-c2nc(C(=O)NCc3ccccc3C)no2)cc1 | 67%[activator]
CN(Cc1ccon1)C(=O)C1CC(=O)N(Cc2ccccn2)C1 (stereo unspecified) | -8%
CCNC(=O)N1CCCC1c1noc(CCC(=O)O)n1 (stereo unspecified) | 25%
O=C(C1CCCN(S(=O)(=O)c2ccc(Br)s2)C1)N1CCN(c2ccc(F)cc2)CC1 (stereo unspecified) | ?
Nc1c(C(=O)Nc2ccc(OC(F)(F)F)cc2)sc2nc3c(cc12)N1CCC3CC1 | 11µM*
O=C(Cn1nc2n(c1=O)CCCC2)Nc1cccc(Br)c1 | 50%[activator]
COC(=O)[C@@H]1C[C@@H](N(C)C)CN1C(=O)c1ccccc1-c1ncc[nH]1 | 1%
O=C1CCN(C2CCC2)CCCC(c2nc(-c3cccnc3)no2)CCN1 (stereo unspecified) | -6%
CC(C)NC(=O)C[C@@H]1C[C@H]2O[C@H](CNC(=O)NC(C)C)[C@@H](O)[C@H]2O1 | 44%[activator][44.1 µM]
COc1ccc(C(=O)N2CC[C@@H]3NC(=O)[C@H]4C[C@H](NC(=O)C5CCCCC5)CN4C(=O)[C@H]32)cc1 | 13%
COc1ccccc1CNC(=O)c1ccc(CS(=O)(=O)c2ccccc2C)o1 | 2%
COCC(=O)N1CCCN(c2cc(C3CC(O)C3)ncn2)CC1 (stereo unspecified) | -3%
Cc1nn(-c2ccccn2)c(C)c1[C@@H]1C=C[C@@H](NC(=O)NC(C)C)C1 | ?
COc1ccccc1-c1[nH]ncc1CN1CCn2nnc(CCC(=O)N3CCCC3)c2C1 | ?

Part of the list above, tab-delimited.
mol	Pf Dd2 inh
CCNC(=O)N1CCCC1c1noc(CCC(=O)O)n1 (stereo unspecified)	25%
O=C(C1CCCN(S(=O)(=O)c2ccc(Br)s2)C1)N1CCN(c2ccc(F)cc2)CC1 (stereo unspecified)	?
Nc1c(C(=O)Nc2ccc(OC(F)(F)F)cc2)sc2nc3c(cc12)N1CCC3CC1	11µM*
O=C(Cn1nc2n(c1=O)CCCC2)Nc1cccc(Br)c1	50%[activator]
COC(=O)[C@@H]1C[C@@H](N(C)C)CN1C(=O)c1ccccc1-c1ncc[nH]1	1%
O=C1CCN(C2CCC2)CCCC(c2nc(-c3cccnc3)no2)CCN1 (stereo unspecified)	-6%

Next results.
SMILES | Pf Dd2 inh
Cc1ccc(Cc2nc3ccccc3nc2SCC(=O)Nc2cccc(C(F)(F)F)c2)cc1 | ?
Cc1noc2c(-c3cn[nH]c3)cc(-c3ccccc3)nc12 | i
O=C([C@H]1CN2CC[C@H]1C[C@@H]2Cn1cc(CO)nn1)N1CCOCC1 | 3%[44.1 µM]
CCn1ccc(C(=O)N2CCCC(c3ccccc3)(c3ccccc3)C2)cc1=O | ?
CCOc1cccc(CN2CCCC(c3[nH]ncc3-c3cccc(C(F)(F)F)c3)C2)c1O (stereo unspecified) | i
CC1=NS(=O)(=O)N(Cc2ccccc2)C=C1C(=O)OCc1noc(C2CCCC2)n1 | -23%
c1cc2c(cc1N1CCC(N[C@H]3C[C@@H]4OCC[C@H]34)CC1)CCC2 | -13%
O=[S+]1([O-])NC2(CCCN(Cc3cccc(C(F)(F)F)c3)C2)COc2ccccc21 (stereo unspecified) | i
CN(C(=O)c1ccc2c(c1)NC(C)(COc1cccnc1)CO2)c1ccccc1 (stereo unspecified) | ?
COC(=O)[C@H]1CN(C(=O)NC(C)C)CCN1C(=O)C1CCCCC1 | 42%[activator][44.1 µM]
C#CCN(C)Cc1nc(C2(O)CCN(C(=O)NCCC)CC2)cs1 | 15%[44.1 µM]
CN(C)C[C@@H]1CN(C2CCOCC2)C[C@H]1NC(=O)c1cn(C)cn1 | 42%[activator]
COCCNC(=O)Cn1cccc1-c1nc(-c2ccc(OC)c(F)c2)no1 | -3%
COC(=O)c1sc(N2C(=O)c3oc4ccc(C)cc4c(=O)c3C2c2ccc(OC)cc2)nc1C (stereo unspecified) | -22%
O=C1CC(c2ccccc2Br)c2c(c3ccccc3oc2=O)O1 (stereo unspecified) | 8%
COC(=O)c1c(C)sc(-c2c(-c3cccc(Cl)c3)[nH]c3c2c(=O)[nH]c(=O)n3C)c1O | 82%[activator]
CCOc1ccc(-c2cc3c(=O)n(CCNC(=O)c4ccncc4)ccn3n2)cc1 | ?
O=C(Nc1ccccc1)O[C@@H]1CO[C@H]2[C@@H]1OC[C@@H]2NS(=O)(=O)c1cccc2cccnc12 | i
O=C(NCC(F)F)C1CN(c2cccc(Cl)c2)C(=O)N1 (stereo unspecified) | 8%&-16%[44.1 µM]
Cc1nc2cccnc2n1CC1CCCN(S(=O)(=O)c2ccc3c(c2)CCC3)C1 (stereo unspecified) | -28%
O=C1CN(Cc2ccccc2)CCN1c1ccc(Cl)nn1 | 1%[44.1 µM]
CCn1c2c(c(=O)n3ncc(C(=O)Nc4cc(Cl)ccc4C)c13)CN(Cc1ccc(OC)cc1)CC2 | ?
CC(C)(C(=O)O)c1cnc(N2CC[C@@H](O)C2)nc1N1CCOCC1 | -11%
O=C1NCCCCCCN(C(=O)NCc2ccccc2)[C@H]2CCCC[C@@H]12 | -7%
COc1ccc(-c2noc(CSc3nnc(Cc4ccccc4)n3-c3cccc(C)c3)n2)cc1 | -15%
Cc1nc(-c2ccccc2)cc([C@H]2CN3CC[C@H]2C[C@@H]3CNC(=O)N2CCOCC2)n1 | i

Exported tab-delimited: 5 of the compounds above.
Compound	Pf Dd2 inh
O=C1CN(Cc2ccccc2)CCN1c1ccc(Cl)nn1	1%[44.1 µM]
CCn1c2c(c(=O)n3ncc(C(=O)Nc4cc(Cl)ccc4C)c13)CN(Cc1ccc(OC)cc1)CC2	?
CC(C)(C(=O)O)c1cnc(N2CC[C@@H](O)C2)nc1N1CCOCC1	-11%
O=C1NCCCCCCN(C(=O)NCc2ccccc2)[C@H]2CCCC[C@@H]12	-7%
COc1ccc(-c2noc(CSc3nnc(Cc4ccccc4)n3-c3cccc(C)c3)n2)cc1	-15%

A portion of the library. The share of hits here may be higher or lower than overall.
